Assay outcomes as filed in PubChem BioAssay.
GRK2 aptamer HTS: blocks RNA aptamer binding to human GRK2; hit rate 0.59% among 330,000; inhibition of aptamer binding, % at 10 µM; P25098; bead flow cytometry, FAM-aptamer displacement from GRK2;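 active = inhibition of aptamer binding above 40%, roughly 3 SD of noise, on plates passing a quality check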;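 also: median bead fluorescence of bound FAM aptamer so fluorescent compounds give negative values; no value below 0 was filed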
Target sequence (P25098 whole entry, looked up): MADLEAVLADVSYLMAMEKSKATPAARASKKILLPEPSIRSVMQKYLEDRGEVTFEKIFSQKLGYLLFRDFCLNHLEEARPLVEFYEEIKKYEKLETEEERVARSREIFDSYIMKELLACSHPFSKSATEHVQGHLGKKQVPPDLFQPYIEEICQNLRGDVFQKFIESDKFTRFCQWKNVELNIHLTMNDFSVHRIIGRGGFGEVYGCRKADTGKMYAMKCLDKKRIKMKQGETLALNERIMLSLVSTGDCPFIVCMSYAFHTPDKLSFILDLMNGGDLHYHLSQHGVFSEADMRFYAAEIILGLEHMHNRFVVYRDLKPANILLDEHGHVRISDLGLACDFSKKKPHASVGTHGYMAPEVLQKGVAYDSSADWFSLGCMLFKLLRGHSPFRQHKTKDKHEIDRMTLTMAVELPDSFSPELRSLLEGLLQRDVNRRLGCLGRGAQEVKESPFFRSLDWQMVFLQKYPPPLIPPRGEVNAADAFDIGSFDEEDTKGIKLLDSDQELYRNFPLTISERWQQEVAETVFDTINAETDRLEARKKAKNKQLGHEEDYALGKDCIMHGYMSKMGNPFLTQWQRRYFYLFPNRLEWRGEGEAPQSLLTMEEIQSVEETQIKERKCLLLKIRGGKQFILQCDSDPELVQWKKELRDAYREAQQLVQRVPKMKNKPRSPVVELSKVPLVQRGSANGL
AGP1 TOR yeast: modulators of TOR pathway AGP1-GFP in S. cerevisiae. S. cerevisiae AGP1-GFP multiplex flow cytometry, 3 h; GFP as percent of DMSO wells. GFP response vs DMSO, % at 10 µM. hit rate 0.02% among 320,000. AID 2066;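 active = GFP response relative to DMSO above a set limit, near screen average plus 3 SD, cut at about 150% in these data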;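 also: median GFP channel fluorescence of the gated AGP1 strain per well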
VLA-4 inh: inhibition in a human VLA-4 binding assay. P13612. VLA-4 expressing cells, ligand binding flow cytometry. inhibition, % (about 7 µM as worked out from the volumes in the protocol). hit rate 0.2% among 330,000. AID 2557; in the data active = inhibition above about 50%
MCL1-BIM inh: inhibitors of human MCL1 binding to BIM-BH3 peptide; Q07820; GST-MCL1 / FITC-Bim-BH3 fluorescence polarization; inhibition, % at 10.9 µM; AID 2057; hit rate 0.68% among 320,000;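 active = inhibition above the mean inhibition of all tested compounds plus 3 SD, set per campaign, cut at about 40% in these data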;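 also: 0% = DMSO wells and 100% = unlabeled Bim-BH3 peptide control; higher means more loss of mP so more displacement of Bim peptide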
Target sequence (Q07820 whole entry, looked up): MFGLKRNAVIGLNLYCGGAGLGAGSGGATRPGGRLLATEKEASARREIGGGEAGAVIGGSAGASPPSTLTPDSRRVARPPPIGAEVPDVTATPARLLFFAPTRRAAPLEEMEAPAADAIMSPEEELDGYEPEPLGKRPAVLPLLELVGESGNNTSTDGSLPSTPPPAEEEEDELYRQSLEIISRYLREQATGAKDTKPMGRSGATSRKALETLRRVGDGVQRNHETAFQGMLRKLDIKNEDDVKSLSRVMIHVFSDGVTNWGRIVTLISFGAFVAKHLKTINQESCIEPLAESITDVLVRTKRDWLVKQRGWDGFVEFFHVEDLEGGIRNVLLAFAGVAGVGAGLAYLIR
BCLXL inh: blocks human Bcl-xL binding to Bim BH3 peptide; hit rate 0.7% among 320,000; Q07817; inhibition, % at 10.9 µM; AID 2129; GST-Bcl-xL / FITC-Bim BH3 peptide fluorescence polarization;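 active = inhibition above the mean of all tested compounds plus 3 SD, cutoff set per campaign, cut at about 30% in these data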;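 also: 0% = DMSO wells and 100% = unlabeled Bim-BH3 peptide competitor; inhibitors lower millipolarization by displacing the labeled peptide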
Fam108B inh: blocks mouse Fam108B hydrolase in RBBP9 counter-screen | inhibition, % at 9.51 µM | AID 1947 | recombinant Fam108B, FP-Rh probe fluorescence polarization | hit rate 0.33% among 300,000;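 active = inhibition above the screen mean inhibition plus 3 SD, computed separately per campaign, cut at about 18% in these data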;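 also: inhibitors lower polarization as less probe binds the enzyme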
CIT2-GFP yeast: modulators of TOR pathway CIT2-GFP in S. cerevisiae | hit rate 0.065% among 320,000 | AID 2029 | S. cerevisiae CIT2-GFP strain, flow cytometry, 3 h; 100 means same as DMSO wells | GFP response vs DMSO, % at 10 µM;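 active = GFP response relative to DMSO above a set limit, near the screen mean plus 3 SD, cut at about 150% in these data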;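 also: ratio of well median GFP fluorescence to mean of DMSO wells on the plate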
GLD-1 RNA inh: GLD-1-TGE RNA interaction inhibition (C. elegans); purified GLD-1 + fluorescein TGE RNA, fluorescence polarization; inhibition, % at 5.96 µM; hit rate 0.44% among 320,000;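 active = percent inhibition above a per-plate cutoff, the plate mean of test compounds plus 3 SD, cut at about 30% in these data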;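 also: 0% = DMSO wells with GLD-1 and probe and 100% = wells lacking GLD-1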
MEX-5 binding: C. elegans MEX-5 TCR-2 RNA binding activity; MEX-5/FITC-TCR2 RNA binding, fluorescence polarization; active compounds read low; hit rate 0.38% among 300,000; AID 1832; activity score (negative = inhibition of binding), % at 10 µM;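 active = inhibition past about -25% in most replicates, and total fluorescence under double the plate's negative control median, limit read from the data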;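 also: 0% = DMSO and -100% = 5 µM competing unlabeled TCR2 RNA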
* = called active by the depositor; . = no result given. The list is partial, so the mix of outcomes need not match the whole.

SMILES	GRK2 aptamer HTS	AGP1 TOR yeast	VLA-4 inh	MCL1-BIM inh	BCLXL inh	Fam108B inh	CIT2-GFP yeast	GLD-1 RNA inh	MEX-5 binding
CCN1C[C@@]2(COC)C3[C@@H](OC)[C@H]4[C@@H]1[C@@]3(C1C[C@H]3[C@H](OC(=O)c5ccccc5)C1[C@]4(OC(C)=O)C[C@H]3OC)[C@@H](OC)C[C@H]2O (stereo not given in full)	1	109	-22	-5	0	3	110	2	0.2
Cc1cc([N+](=O)[O-])c(Cl)cc1NC(=O)C(C)C	1	89	-6	8	1	1	92	4	-0.2
O=C(c1ccc(Cl)cc1)C1CCCN(Cc2cccc3ncccc23)C1 (stereo not given)	18	98	-3	5	5	0	101	2	0.6
Cc1cccc(N2C(=O)NC(=O)/C(=C\c3cccn3-c3ccc(Cl)cc3)C2=O)c1	0	.	6	-15	-6	2	106	-5	-2.1
FC(F)(F)c1ccccc1CN1CCN(Cc2ccccc2)CC1	2	105	-7	2	1	-2	106	-4	0.4
CC1CCCCN1C(=O)c1ccc(N2CC3CC(C2)c2cccc(=O)n2C3)c([N+](=O)[O-])c1 (stereo not given)	1	104	28	10	6	3	101	0	-3.0
FC(F)(F)c1ccc(CNCCc2ccc3c(c2)OCO3)cc1	0	102	3	4	2	5	99	-2	-2.2
CCOc1cc(C=C2C(=O)NC(=O)NC2=O)cc([N+](=O)[O-])c1O	2	95	2	0	5	0	99	-1	-5.9
CCCCCn1c(=O)c(C(=O)Nc2ccccc2S(N)(=O)=O)c(O)c2ccccc21	2	109	14	7	6	-5	90	0	-1.0
Cc1ccc(-c2cc(C(F)F)n3ncc(C(=O)N4CCC5(CC4)OCCO5)c3n2)cc1	4	99	-1	3	2	4	99	6	-0.5
C=CC[C@@H](CC/C=C/C=C/CC/C=C\[C@@H]1CSC([C@@H]2C[C@@H]2C)=N1)OC	0	98	19	.	.	.	81	1	.
CCCCn1c(O)c(C(C)=NCCCN(CC)CC)c(=O)[nH]c1=O	0	100	2	16	11	2	100	-1	-0.2
CCCCN1C(=O)/C(=C/c2ccc(N3CCCCCC3)cc2)C(=O)NC1=S	0	101	-15	-49	-15	-24	101	-15	-1.0
COC(=O)CC1(CC(=O)OC)C(=O)N(c2ccccc2)C(=O)N(c2ccccc2)C1=O	0	112	4	6	7	-3	104	4	-0.6
O=C(Nc1cccc2ccccc12)c1nn(C23CC4CC(CC(C4)C2)C3)cc1Br	5	95	14	9	2	-13	92	3	-1.3
NC(Cc1ccccc1)c1nc2ccccc2[nH]1 (stereo not given)	0	103	9	2	5	0	105	3	8.4
CCC12C=CCN3CCC4(c5cc(Br)c(OC)cc5N(C)C4C(O)(C(=O)OC)C1OC(C)=O)C32 (stereo not given)	0	90	-5	-7	1	-4	87	4	1.2
O=C(CCc1nnc2ccc(NCc3ccc(F)cc3)nn12)N1CCC2(CC1)OCCO2	1	95	13	0	4	-2	93	0	-2.4
Cn1c(O)c(C=Nc2ccccc2)c(=O)n(C)c1=O	0	105	7	-7	2	2	104	1	-0.2
C[C@@H]1C[C@@H]([C@H](O)CC2CC(=O)NC(=O)C2)C(=O)[C@@H](C)C1	0	41	21	4	3	.	50	-5	.
CO[C@@H]1C=CC23c4cc5c(cc4CO[C@]2(O)CN(C)[C@H]3C1)OCO5 (stereo not given in full)	3	92	-7	.	.	.	98	-2	.
CN1CCN(C(=O)COc2ccc(S(=O)(=O)NCc3ccccc3)cc2Cl)CC1	4	96	7	10	4	1	100	6	-0.3
O=C(CN1C(=O)CN=C(c2ccccc2)c2ccccc21)NCc1ccco1	1	100	8	0	7	0	102	5	-2.4
O=C(c1ccco1)C12CN3CN(CN(C3)C1)C2	5	96	8	0	2	-2	97	4	1.5
CN=C(SCc1cc2c(cc1Cl)OCO2)c1c(O)n(C)c(=O)n(C)c1=O	0	99	-10	13	3	1	93	4	-2.2
Nc1cc(N2CCNCC2)ccc1[N+](=O)[O-]	2	102	-3	5	-10	-4	100	-6	-0.6
COc1cccc(-n2nc(C(=O)N3CCC4(CC3)OCCO4)c3ccccc3c2=O)c1	2	99	4	1	4	2	100	1	.
CN1C(=O)C(C2c3ccccc3C(=O)N2Cc2ccccc2)C(=O)N(C)C1=O (stereo not given)	2	90	12	-4	2	1	81	5	0.4
Cc1ccc2c(c1)CC1(CN2C)C(=O)NC(=O)N(c2ccc(C)c(C)c2)C1=O (stereo not given)	0	97	-16	1	5	-5	99	4	0.4
CCCCNC(=O)NC(C(N)=O)P(=O)(OCC)OCC (stereo not given)	1	95	8	-4	-1	-3	106	-4	1.0
C/C(=N\Nc1ccccc1)c1c(O)n(C)c(=O)n(C)c1=O	0	107	-6	7	9	3	114	4	-4.1
CC(=NCCN1CCOCC1)c1c(O)n(Cc2ccccc2)c(=O)[nH]c1=O	3	99	6	2	-1	-2	98	6	-0.8
CCn1cc(CN2CCCC(C(=O)c3sccc3C)C2)cn1 (stereo not given)	1	98	-6	-2	1	5	97	6	-1.0
Nc1c(C(=O)NCc2ccco2)c2nc3ccccc3nc2n1CCN1CCOCC1	2	108	-3	6	12	2	101	10	-3.3
Cc1cc(C=C2C(=O)NC(=O)NC2=O)c(C)n1-c1ccc2c(c1)OCO2	5	99	-9	-8	3	4	98	-4	-6.8
CSC(=Nc1ccccc1)c1c(O)n(C)c(=O)n(C)c1=O	2	107	5	1	2	7	100	2	0.2
CCN1CCN(C(=O)Cc2ccc(C)cc2)CC1	1	111	0	5	3	3	120	1	-1.3
O=C1CN(O)C(c2ccccc2)=c2cc(Br)ccc2=N1	0	104	7	4	-2	-1	101	1	0.8
O=C(NCc1ccc(C(=O)N2CCC3(CC2)OCCO3)cc1)c1cccc(Br)c1	1	102	-5	-1	1	-7	103	-3	1.6
CCOP(=O)(OCC)C(NC(=O)CC(C)C)C(Cl)(Cl)Cl (stereo not given)	0	100	2	7	7	-2	95	3	1.7
O=C1CN(O)C(c2ccccc2Cl)=c2cc(Br)ccc2=N1	11	105	10	8	1	3	110	-6	1.8
CC(=NCCCn1ccnc1)c1c(O)n(-c2ccccc2)c(=O)[nH]c1=O	3	107	4	5	7	1	96	5	2.8
CN1CCN(c2c(N)c(=O)oc3ccccc23)CC1	0	106	-4	1	-2	-6	102	5	1.1
CCC(C)N1Cc2ccccc2C1=N (stereo not given)	3	100	-7	2	-4	-3	99	-6	4.4
COC(=O)C1=C(c2cccc(OCc3ccccc3)c2)C[C@@H]2CC[C@H]1N2C(=O)NCc1ccc(OC)c(OC)c1	2	95	6	2	2	.	99	1	.
COC(=O)C1=C(c2ccc(F)cc2OCc2ccccc2)C[C@@H]2CC[C@H]1N2C(=O)NCc1ccc(C(F)(F)F)cc1	6	102	-3	.	.	.	95	10	.
C=Cc1ccc(Cn2c(C(=O)O)c(C=O)c3ccccc32)cc1	7	98	12	10	6	1	92	2	2.8
O=C1NC(=O)N(c2cccc(Br)c2)C(=O)/C1=C/c1ccsc1	8	94	-3	-137	-66	-5	100	-81	22
N#Cc1cc2c(nc1SCC(=O)Nc1cc(Cl)cc(Cl)c1)C1CCN2CC1	2	100	-2	-3	4	-2	104	1	-0.2
CCN(CC)CCN1Cc2ccccc2C1=N	0	101	-1	36	32*	-4	99	36*	1.7
NS(=O)(=O)c1ccc(N=Nc2c(O)[nH]c(=S)[nH]c2=O)cc1	0	108	2	13	5	1	95	0	-11
C=CCN(CC=C)C(=O)Nc1ccc(OCC)cc1	0	98	18	7	7	-3	102	4	-1.9
O=C(COC(=O)Cc1ccccc1)Nc1ccc(F)cc1	1	102	-5	2	6	2	102	8	0.5
COc1ccc(N2C(=O)NC(=O)/C(=C/c3ccc([N+](=O)[O-])s3)C2=O)cc1	6	98	-32	33	15	10	93	0	-12
C[C@]12CC[C@@H](O)CC1=CC(=O)C1C2CC[C@]2(C)C(=O)CCC12 (stereo not given in full)	0	98	-17	.	.	.	103	7	.
O=C(c1cc(S(=O)(=O)N2CCOCC2)ccc1F)N1CCC2(CC1)OCCO2	0	106	-5	1	3	6	115	-4	-1.7
Cc1oc(-c2ccccc2F)nc1CS(=O)CC(=O)N1CCC2(CC1)OCCO2 (stereo not given)	0	105	-8	11	7	3	92	5	-0.6
COc1ccc2c(c1)CC1(CN2C)C(=O)NC(=O)N(CCc2ccccc2)C1=O (stereo not given)	0	106	2	21	20	4	103	9	-2.4
O=C(Nc1nc(-c2ccccc2)c(-c2ccccc2)s1)c1ccc(S(=O)(=O)N(CCCl)CCCl)cc1	0	97	9	6	1	-27	91	4	1.4
COC(=O)C1=C(c2cccc(OC)c2OC)C[C@@H]2CC[C@H]1N2C(=O)NCCS(C)=O (stereo not given in full)	0	94	-8	10	10	2	110	-7	1.1

Filtered by structure: the compounds so far with a CF3 group
SMILES	GRK2 aptamer HTS	AGP1 TOR yeast	VLA-4 inh	MCL1-BIM inh	BCLXL inh	Fam108B inh	CIT2-GFP yeast	GLD-1 RNA inh	MEX-5 binding
FC(F)(F)c1ccccc1CN1CCN(Cc2ccccc2)CC1	2	105	-7	2	1	-2	106	-4	0.4
FC(F)(F)c1ccc(CNCCc2ccc3c(c2)OCO3)cc1	0	102	3	4	2	5	99	-2	-2.2
COC(=O)C1=C(c2ccc(F)cc2OCc2ccccc2)C[C@@H]2CC[C@H]1N2C(=O)NCc1ccc(C(F)(F)F)cc1	6	102	-3	.	.	.	95	10	.

Among those listed so far, 8 have fluorine.
SMILES	GRK2 aptamer HTS	AGP1 TOR yeast	VLA-4 inh	MCL1-BIM inh	BCLXL inh	Fam108B inh	CIT2-GFP yeast	GLD-1 RNA inh	MEX-5 binding
FC(F)(F)c1ccccc1CN1CCN(Cc2ccccc2)CC1	2	105	-7	2	1	-2	106	-4	0.4
FC(F)(F)c1ccc(CNCCc2ccc3c(c2)OCO3)cc1	0	102	3	4	2	5	99	-2	-2.2
Cc1ccc(-c2cc(C(F)F)n3ncc(C(=O)N4CCC5(CC4)OCCO5)c3n2)cc1	4	99	-1	3	2	4	99	6	-0.5
O=C(CCc1nnc2ccc(NCc3ccc(F)cc3)nn12)N1CCC2(CC1)OCCO2	1	95	13	0	4	-2	93	0	-2.4
COC(=O)C1=C(c2ccc(F)cc2OCc2ccccc2)C[C@@H]2CC[C@H]1N2C(=O)NCc1ccc(C(F)(F)F)cc1	6	102	-3	.	.	.	95	10	.
O=C(COC(=O)Cc1ccccc1)Nc1ccc(F)cc1	1	102	-5	2	6	2	102	8	0.5
O=C(c1cc(S(=O)(=O)N2CCOCC2)ccc1F)N1CCC2(CC1)OCCO2	0	106	-5	1	3	6	115	-4	-1.7
Cc1oc(-c2ccccc2F)nc1CS(=O)CC(=O)N1CCC2(CC1)OCCO2 (stereo not given)	0	105	-8	11	7	3	92	5	-0.6
